# From PubChem BioAssay
# GSH bead fluor: compound fluoresces at 488/530 nm on GSH beads; GSH beads flow cytometry, compound fluorescence 488/530 nm; active compounds read high; fluorescence (KMESF) at 10 µM; 0.25% of 190,000 active; AID 1776; in the data active = fluorescence above about 89;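 also: glutathione beads carrying GST-tagged Bcl family fusion proteins plus one bare bead set; values are compound well signal with DMSO vehicle wells as background; inactives centre near 16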
# RGS4-Gao reg: modulates binding of RGS4 to human Galphao; P09471; Multiplexed bead flow cytometry; actives lie on both sides; binding response (% of control), % at 10 µM; 0.33% of 220,000 active; AID 1415; in the data active = binding response below about 49% or above about 150%; inactive = in between;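 also: fluorescent Galphao activated with aluminum fluoride binding bead-coupled RGS4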
# ABCB1 inh: inhibitors of human ABCB1 transporter, ABCG2 counter-screen. P08183. inhibition, % at 6.6 µM. AID 1326. CCRF-Adr cells, JC-1 efflux, flow cytometry. 0.067% of 190,000 active; in the data active = inhibition above about 40%;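 also: 0% = vehicle and 100% = reference inhibitor; higher value means more JC-1 retained so stronger ABCB1 efflux block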
# Bcl-B Bim block: human Bim-Bcl-B interaction inhibition; bead-based flow cytometry, Bim peptide-Bcl-B binding; Q9HD36; 0.073% of 190,000 active; inhibition, % at 10 µM;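 also: 0% = tracer peptide without compound and 100% = reference inhibitor peptide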
# Bfl-1 Bim block: disrupts Bim binding to human Bfl-1; Q16548; Bead-based flow cytometry, Bim-Bfl-1 binding inhibition; inhibition, % at 10 µM; 0.12% of 190,000 active; AID 1008;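 also: 0% = wells without compound plus tracer and 100% = blocker peptide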
# Bcl-XL Bim block: disrupts Bim peptide binding to human Bcl-XL. Q07817. bead flow cytometry, fluorescence. inhibition, % at 10 µM. 0.04% of 190,000 active
# ABCG2 block: blocks JC-1 efflux by human ABCG2 transporter; Q9UNQ0; IgMXP3 cells, flow cytometry; inhibition, % at 6.6 µM; 0.1% of 190,000 active;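 active = inhibition above 80%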;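 also: 0% = DMSO and 100% = nicardipine control wells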
# Target sequence (Q9UNQ0 whole entry, looked up): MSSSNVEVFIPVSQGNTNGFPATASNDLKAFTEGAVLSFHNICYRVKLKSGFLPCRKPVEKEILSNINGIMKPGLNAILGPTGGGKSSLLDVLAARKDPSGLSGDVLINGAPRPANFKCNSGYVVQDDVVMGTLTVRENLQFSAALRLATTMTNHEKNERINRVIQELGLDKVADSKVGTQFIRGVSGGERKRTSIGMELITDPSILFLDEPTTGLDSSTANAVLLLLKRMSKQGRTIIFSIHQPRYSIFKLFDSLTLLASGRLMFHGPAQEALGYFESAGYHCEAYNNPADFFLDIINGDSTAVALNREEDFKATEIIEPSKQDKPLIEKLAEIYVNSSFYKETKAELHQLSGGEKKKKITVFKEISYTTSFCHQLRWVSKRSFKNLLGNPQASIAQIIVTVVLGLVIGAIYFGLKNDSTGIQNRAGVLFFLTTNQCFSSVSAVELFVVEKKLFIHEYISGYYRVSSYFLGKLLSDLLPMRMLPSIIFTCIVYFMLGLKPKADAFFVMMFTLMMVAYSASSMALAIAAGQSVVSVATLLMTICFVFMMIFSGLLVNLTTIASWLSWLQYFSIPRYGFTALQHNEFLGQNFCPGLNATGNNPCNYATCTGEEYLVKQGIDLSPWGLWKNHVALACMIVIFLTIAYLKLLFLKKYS
#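 Test system: IgMXP3 (ABCG2) plus far-red-tagged CCRF-Adr (ABCB1) cells. Reagent: JC-1 dye as substrate. Timing: 10 min exposure at 25 °C with rotation, no wash. Measured by: flow cytometric JC-1 green MFI at 530 nm. Read-out: percent efflux inhibition, scaled nicardipine 100% to DMSO 0%. Control set: nicardipine and DMSO wells.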
# Bcl-W Bim block: human Bim-Bcl-W interaction inhibition; bead-based flow cytometry, Bim peptide-Bcl-W binding; inhibition, % at 10 µM; Q92843; 0.02% of 190,000 active;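 also: 0% = bound tracer without compound and 100% = peptide blocker; higher means less fluorescent Bim peptide bound to Bcl-W beads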
# Target sequence (Q92843 whole entry, looked up): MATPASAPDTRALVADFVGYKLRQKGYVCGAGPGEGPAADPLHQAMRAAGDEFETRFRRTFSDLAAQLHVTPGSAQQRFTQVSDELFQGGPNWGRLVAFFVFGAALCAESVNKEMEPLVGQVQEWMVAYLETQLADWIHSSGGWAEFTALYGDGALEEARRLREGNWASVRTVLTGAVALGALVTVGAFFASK
# RGS8-Gao: modulates binding of RGS8 to human Galphao; P09471; multiplexed bead flow cytometry; actives lie on both sides; response (percent of control binding), % at 10 µM; 0.34% of 220,000 active; AID 1423; in the data active = response below about 60% or above about 140%; inactive = in between;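 also: Galphao activated as the GDP aluminium fluoride complex binding bead-coupled RGS8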
# Bim-Bcl-2: human Bim-Bcl-2 interaction inhibition. 0.06% of 190,000 active. inhibition, % at 10 µM. P10415. AID 950. Bead-based flow cytometry, Bim peptide-Bcl-2 binding; in the data active = inhibition above about 40%; inconclusive = no clear call, values can overlap the other calls;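 also: 0% = no compound wells with probe peptide and 100% = reference peptide inhibitor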
# Target sequence (P10415 whole entry, looked up): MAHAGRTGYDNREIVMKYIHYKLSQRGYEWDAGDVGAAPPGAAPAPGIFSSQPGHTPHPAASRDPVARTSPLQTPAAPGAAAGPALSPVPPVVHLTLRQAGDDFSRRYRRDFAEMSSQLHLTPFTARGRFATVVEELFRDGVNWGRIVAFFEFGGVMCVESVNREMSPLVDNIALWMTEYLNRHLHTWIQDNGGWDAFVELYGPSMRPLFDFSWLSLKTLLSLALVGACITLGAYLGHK
# RGS7-Gao: regulators of human RGS7-Galphao interaction | P09471 | Multiplexed bead flow cytometry, RGS7-Galphao binding; actives lie on both sides | binding response (% of control), % at 10 µM | 0.35% of 220,000 active | AID 1439; in the data active = binding response below about 49% or above about 150%; inconclusive = no clear call, values can overlap the other calls; inactive = in between;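 also: fluorescent Galphao held in activated GDP-AlF4 state binding bead-coupled RGS7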
# Starred values were filed as active, the others as inactive; ? = inconclusive; / = not tested or not shown. Rule as the data show it, unless noted: active = inhibition above about 40%.
SMILES,GSH bead fluor,RGS4-Gao reg,ABCB1 inh,Bcl-B Bim block,Bfl-1 Bim block,Bcl-XL Bim block,ABCG2 block,Bcl-W Bim block,RGS8-Gao,Bim-Bcl-2,RGS7-Gao
COC(=O)c1ccc(NC2c3ncccc3C(=O)N2Cc2cccs2)cc1 (stereo not given),9,103,1.0,-8,-5,-6,4,-5,102,-2,104
Cc1cc(N/N=C/c2ccc(O)cc2)nc(NS(=O)(=O)c2ccccc2)n1,8,97,-1.1,3,-1,7,-8,7,99,-4,93
COc1ccc(C(c2sc3nc(C)nn3c2O)N2CCN(CCO)CC2)cc1OC (stereo not given),22,100,0.3,-7,-8,-3,1,1,100,-8,101
COc1cc(CC(NC(C)=O)C(=O)NC2CCN(c3nc(C)cc(C)c3C#N)CC2)cc(OC)c1 (stereo not given),33,103,0.4,-7,-10,-9,45,-1,107,-4,103
CCOC(=O)CCNC(=O)N1CCCC(CNS(=O)(=O)Cc2ccccc2)C1 (stereo not given),11,99,0.0,-2,-7,0,1,0,102,-1,97
CN(C[C@H](CC1CCCCC1)N(C[C@H](Cc1ccccc1)N(CCc1ccccc1)N=O)N=O)N=O,20,102,1.1,-3,-3,-1,1,0,103,0,99
Cc1cc(=O)[nH]c2c(C)c(Cl)ccc12,18,98,0.7,-4,-4,-7,2,-4,101,-20,101
O=C(Nc1cccc(NC(=O)C2CC3CCCC(C2)C3=O)n1)C1CC2CCCC(C1)C2=O (stereo not given),55,98,0.3,0,-5,-3,4,0,100,-1,96
COc1cc2nc(/C=C/c3cc(OC)c(OC)c(OC)c3)sc2cc1SC,14,99,-0.3,-41,5,6,-2,-1,98,5,100
O=C(CCC(=O)c1cccs1)NCc1ccc(Cl)cc1,18,103,0.1,-2,-2,0,0,0,103,-4,104
COc1ccc(N2C(S)=C(C#N)C(=O)NC2c2ccc(OC)c(OC)c2)cc1 (stereo not given),14,101,-0.2,-15,-4,-8,-1,-9,100,-7,97
COc1cc(Br)cc(/C=N/NC(=O)Cc2ccc(C(F)(F)F)cc2[N+](=O)[O-])c1O,12,97,-0.7,-7,-5,-5,4,0,96,-1,94
CCCCN(C)CCNC(=O)c1nn(-c2ccc(OC)cc2)c(=O)c2c1c1ccccc1n2C,20,99,26,0,0,-5,12,-4,98,-3,97
N#Cc1cnn(-c2nc3sc4c(c3c(=O)[nH]2)CCCC4)c1N,15,102,-0.2,6,1,0,-1,2,100,3,98
O=[N+]([O-])c1cc(-c2nnc(C34CC5CC(CC(C5)C3)C4)o2)cc([N+](=O)[O-])c1,17,99,0.7,-5,-1,-2,4,-2,97,-2,106
CN(NC(=S)Nc1ccc(OC(F)F)cc1)C(=S)Nc1ccc(OC(F)F)cc1,11,109,0.2,-12,-7,-12,1,-7,103,-8,104
COC(=O)C1=NN(C(=O)c2ccc(Cl)cc2)C(O)(c2ccccc2)C1 (stereo not given),32,91,0.0,-8,-15,0,0,-1,95,-10,97
Cc1ccc(Cl)c(Nc2ccccc2C(=O)O)c1Cl,21,98,-0.3,-6,-2,-6,-2,-2,94,-2,101
Cc1cccc(Nc2nc(-c3c(C)nc4ccccn34)cs2)c1,9,99,1.2,-4,2,-6,7,-2,101,-4,98
COC(=O)C1CCN(c2cc(=O)n(Cc3ccc(F)cc3)c(=O)[nH]2)CC1,19,98,-0.4,-4,-4,-4,-1,-4,100,-7,102
CCN(CCCNC(=O)C1CCN(S(=O)(=O)c2cccc3nonc23)CC1)Cc1ccccc1,29,95,0.2,-7,-7,9,1,-1,101,-8,94
CC1CCc2nn(CC(=O)NCCCN3CCOCC3)cc2C1 (stereo not given),14,101,1.2,-11,-15,-10,5,-4,102,-14,98
N#CC1=C(N)SC(N)=C(C#N)C1c1ccnc2ccccc12,26,98,-0.8,-19,-16,-17,-3,-5,96,-14,98
COc1cc(C2C(C#N)=C(N)N(c3ccc(F)cc3)C3=C2S(=O)(=O)CC3)ccc1O (stereo not given),19,107,0.8,1,1,0,2,-2,104,1,104
O=c1[nH]c2ccc(NS(=O)(=O)c3ccc([N+](=O)[O-])cc3)cc2[nH]1,23,101,0.4,0,6,-2,-4,0,98,0,96

# Additional entries follow:
SMILES,GSH bead fluor,RGS4-Gao reg,ABCB1 inh,Bcl-B Bim block,Bfl-1 Bim block,Bcl-XL Bim block,ABCG2 block,Bcl-W Bim block,RGS8-Gao,Bim-Bcl-2,RGS7-Gao
O=C(Nc1ccc2c(c1)CCC2)c1c(F)cccc1Cl,16,99,1.5,0,-2,0,20,0,99,-3,94
O=C(Nc1ccccc1)c1sc(N2CCOCC2)nc1-c1ccccc1,11,104,0.6,-1,3,-6,20,-3,103,-1,105
CC(=O)Oc1cccc(N2C(=O)c3ccc(C(=O)O)cc3C2=O)c1,35,107,-1.9,-5,-6,-5,-1,-3,102,-7,104
Cc1cccc(NC(=S)N(C)C2CCCCC2)c1,12,103,3.0,-2,-2,-2,3,1,99,0,?
O=C(Cc1cccs1)N(Cc1ccco1)C1(C(=O)NC2CCCC2)CCCCC1,32,97,0.9,-5,-7,7,2,0,102,-3,101
CCN(CC)CCNC(=O)C1CCN(S(=O)(=O)N2CCCCC2)CC1,24,105,0.3,-7,-6,-4,1,1,100,-5,107
O=C1OC(/C(=C\Nc2ccc(F)cc2F)[N+](=O)[O-])c2ccccc21 (stereo not given),14,101,1.0,0,-1,-3,2,-2,101,-4,?
COc1cc2c(cc1OC)CN(C(=O)CSc1n[nH]c(N)n1)CC2,7,101,0.3,0,1,0,3,1,100,0,100
O=C(CCc1ccccc1)Nc1ncc([N+](=O)[O-])s1,22,99,3.2,1,1,-2,28,-2,99,2,99
CCOC(=O)N1CCN(c2c(NCCN3CCCCC3CC)c(=O)c2=O)CC1 (stereo not given),23,81,-1.5,-5,-2,-7,-2,-4,71,-4,78
C=C(C)Cn1c(NCCOC)nc2c1c(=O)[nH]c(=O)n2C,19,101,0.0,-9,-12,-10,1,-5,100,-8,99
CC(C)CC(NS(=O)(=O)c1ccc2c(c1)oc(=O)n2C)C(=O)N1CC=C(c2ccccc2)CC1 (stereo not given),22,90,1.4,-8,-6,-5,0,-1,93,-7,91
CN(Cc1cccnc1)Cc1c(C(=O)N2CCc3ccccc3C2)nc2ccc(Cl)cn12,20,102,3.1,-6,-3,-2,1,-4,100,-5,96
COc1cccc(CN(CC2CCCO2)C(=O)c2cc3ccccc3oc2=O)c1 (stereo not given),28,81,0.8,2,3,2,1,-2,72,1,76
O=C(/C=C/c1ccc([N+](=O)[O-])cc1)NNC(=O)C1CC1,16,100,0.8,-1,-5,-1,40,-1,100,-3,?
COc1cc(NS(=O)(=O)c2ccc(N)cc2)nc(OC)n1,19,107,0.9,-5,-4,-3,3,-3,105,-1,104
CCN(CC)S(=O)(=O)c1cccc(-c2n[nH]c(=S)n2/N=C/c2ccc(Br)cc2)c1,14,96,-0.5,-10,6,-1,-4,0,93,3,106
Cc1cc(C)cc(NCC(=O)Nc2c(C)cccc2C)c1,31,93,-0.2,-1,0,2,-1,2,97,0,91
CC(/C=C/c1ccccc1)=N\NC(=S)NC(C)C,27,102,0.9,3,4,0,11,-2,97,1,96
CCc1nc(C)cc(N)c1OCc1ccccc1,14,106,0.7,-2,0,-4,2,0,102,0,106
COc1ccc(OC)c(CCNC(=O)CS(=O)(=O)Cc2nc(-c3ccccc3C)oc2C)c1,25,103,1.3,-1,0,0,6,-2,101,-6,100
CC(C)(C)NCC(=O)N/N=C/c1ccc(OCc2ccccc2)cc1,22,106,0.3,-3,-9,-3,1,-3,104,-1,103
O=C(NC1CCCCC1)N1CCCC(c2nc(-c3ccc(S(=O)(=O)N4CCCC4)cc3)no2)C1 (stereo not given),32,101,2.2,-5,-8,2,6,-1,100,-5,101
Cc1cccc(N2C(=O)CS/C2=N\NC(=O)c2ccc(Cl)cc2)c1C,25,99,0.0,-8,-15,-23,0,-6,103,/,102
Cc1noc(C)c1CSc1nc2ccccc2n1C,240*,107,1.0,2,4,0,2,1,94,2,102

# (next part)
SMILES,GSH bead fluor,RGS4-Gao reg,ABCB1 inh,Bcl-B Bim block,Bfl-1 Bim block,Bcl-XL Bim block,ABCG2 block,Bcl-W Bim block,RGS8-Gao,Bim-Bcl-2,RGS7-Gao
O=C(c1oc2ccccc2c1CSCc1ccccc1)N1CCN(c2ncccn2)CC1,9,94,1.0,1,-1,-5,11,0,101,0,103
CC1CN(C(=O)C(c2ccccc2)c2ccccc2)CC(C)O1 (stereo not given),10,123,0.1,1,-1,-2,0,0,112,0,115
Cc1ccc(/C=N/NC(=O)CNC(=O)COc2ccccc2)o1,20,101,-0.1,-7,-12,-6,1,-2,102,-10,101
c1ccc(Cn2c(CN3CCCC3)nc3ccccc32)cc1,21,100,0.0,-2,0,-1,0,0,104,-2,102
CNc1nc2c3ccccc3n(C(C)=O)c2s1,10,113,1.0,0,4,2,8,0,111,0,117
O=C(CN1CCCC1)Nc1ccc(-c2nc3cc(NC(=O)CN4CCCC4)ccc3o2)cc1,13,112,0.0,-1,0,-2,1,-3,119,0,113
CC(C)c1ccc(N2CC(C)(C)C2=O)cc1,15,99,3.6,-2,-6,-2,-2,-3,100,-4,96
N#C/C(=C\c1cn(CCOc2ccccc2)c2ccccc12)C(=O)NCc1ccco1,30,99,2.3,-1,-2,0,18,-3,102,-2,99
CC(Sc1nc2ccccc2s1)C(=O)NCc1ccc2c(c1)OCO2 (stereo not given),16,100,1.1,-10,-16,-9,14,-3,102,-12,100
CC(C)=NNc1nc(-c2ccccc2)c(C)s1,25,97,0.0,-15,3,-5,4,0,94,-1,97
COc1ccc(OC)c(N2C(=O)CC(C(C)c3ccccc3)C2=O)c1 (stereo not given),16,102,0.2,-4,-11,-5,1,1,101,-2,98
O=C(Nc1cccc(S(=O)(=O)N2CCOCC2)c1)[C@@H]1CCCN1S(=O)(=O)c1ccc(Cl)cc1,7,99,1.5,4,-13,9,2,7,101,-2,99
CCn1cc(C(=O)Nc2ccc(C)c([N+](=O)[O-])c2)cn1,11,101,0.4,-5,-3,-5,13,-4,102,-1,102
O=C(Nc1ccccc1)/C(=C/c1ccccc1)NC(=O)c1ccco1,16,98,2.4,-2,-7,0,2,2,100,-3,?
O=C(NNC(=O)c1cccc([N+](=O)[O-])c1)c1ccncc1,12,93,1.0,4,3,0,2,5,83,0,91
N#C/C(=C(/O)CN1CCOCC1)c1nc(-c2ccccc2)cs1,6,102,-0.2,-3,-8,-5,0,4,101,-4,102

# Record cards, from the list above. Order of screens: GSH bead fluor, RGS4-Gao reg, ABCB1 inh, Bcl-B Bim block, Bfl-1 Bim block, Bcl-XL Bim block, ABCG2 block, Bcl-W Bim block, RGS8-Gao, Bim-Bcl-2, RGS7-Gao
# COc1ccc(OC)c(N2C(=O)CC(C(C)c3ccccc3)C2=O)c1 (stereo not given) as listed: 16, 102, 0.2, -4, -11, -5, 1, 1, 101, -2, 98
# O=C(Nc1ccccc1)/C(=C/c1ccccc1)NC(=O)c1ccco1 as listed: 16, 98, 2.4, -2, -7, 0, 2, 2, 100, -3, ?
# c1ccc(Cn2c(CN3CCCC3)nc3ccccc32)cc1 as listed: 21, 100, 0.0, -2, 0, -1, 0, 0, 104, -2, 102
# CC(Sc1nc2ccccc2s1)C(=O)NCc1ccc2c(c1)OCO2 (stereo not given) as listed: 16, 100, 1.1, -10, -16, -9, 14, -3, 102, -12, 100

# An unsorted share of the library; any-hit rate near 1.1%.
